Screening data: PubChem, National Center for Advancing Translational Sciences (NCATS)
TSG101-PTAP inh = qHTS Assay for Iinhibitors of HIV-1 Budding by Blocking the Interaction of PTAP/TSG101. Tumor susceptibility gene 101 protein (Homo sapiens), Q99816. Fluorescence polarization, FITC-PTAP peptide / Tsg101 binding. Potency, µM (doses to about 115 µM), without a hit: top-dose activity change, negative = inhibition, hits mostly inhibitors. 340,000 tested, under 10 active; active means well fitted inhibition curve with a large enough effect in the main read-out, with a control signal flat, not every such curve was filed as active; inconclusive means small, poorly fitted or top-dose-only effect, or effect the other way, or a change in a side signal; inactive means no such curve, though single readings can be large or run the other way; further: potency means the concentration at half of the fitted maximal effect; % of control where 0% means no effect
Target sequence (Q99816 whole entry, looked up): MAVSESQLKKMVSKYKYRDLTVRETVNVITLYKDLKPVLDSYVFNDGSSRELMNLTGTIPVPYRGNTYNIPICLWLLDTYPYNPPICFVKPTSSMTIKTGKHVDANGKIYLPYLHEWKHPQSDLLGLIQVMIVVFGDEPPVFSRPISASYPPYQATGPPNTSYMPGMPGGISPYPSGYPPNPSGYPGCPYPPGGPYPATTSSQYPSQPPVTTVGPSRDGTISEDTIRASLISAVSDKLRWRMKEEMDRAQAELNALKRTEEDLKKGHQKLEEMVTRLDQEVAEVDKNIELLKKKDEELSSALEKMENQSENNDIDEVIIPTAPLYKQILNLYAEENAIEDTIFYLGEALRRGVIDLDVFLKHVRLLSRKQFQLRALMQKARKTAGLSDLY
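Steps: Tsg101 binding domain dispensed (10 uM final), compounds pinned in DMSO, FITC-labeled PTAP-motif peptide added (50 nM final); after 20 min binding at room temperature, polarization measured.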
Mito fusion act = qHTS Assay for Small Molecule Inhibitors of Mitochondrial Division or Activators of Mitochondrial Fusion; AID 485298, 2010; Potency, µM (series often up to 46.1 µM), for the others: at the highest dose growth rescue (activation), most hits filed as activators; S. cerevisiae fusion-defective mutant growth rescue, CellTiterGlo 48 h; hit rate 0.23% among 320,000;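 further: potency means the concentration at half of the fitted maximal effect; % of control where 0% means no effect; nearly all actives have a fitted effect of over 45% in size; temperature-sensitive fusion mutants such as fzo1-1 at 37 °C on non-fermentable ethanol glycerol medium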
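Read-out: ATP-based luminescence (CellTiterGlo, 10 min ambient) reporting growth of fusion-defective ts yeast after 48 hours at 37C on glycerol/ethanol YPEG medium in the presence of compound.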
TCR activator = Activators of T cell receptors: qHTS campaign | 330,000 tested, under 10 active | primary human leukocytes, anti-CD3, IL-2 HTRF, 48 h | Potency, µM (top dose mostly 9.22 µM), for the others: at the highest dose activation of IL-2 secretion, usual class: activators; further: % of control where 0% means no effect
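Readout: HTRF IL-2, Eu-cryptate/d2 antibody pair, 320nm excitation, 665nm emission. Stimulus: a-CD3 beads, no co-stimulation. Cells: primary human leukocytes. Exposure: 48 hr with compound.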
Chronic BCR inh = qHTS Assay to Find Inhibitors of Chronic Active B-Cell Receptor Signaling. Potency, µM (doses to about 46.1 µM), for inactives: top-dose ratio change, negative = lower green/red ratio, actives largely listed as inhibitors. hit rate 0.05% among 340,000. ABC-DLBCL IkBa-CBG/CBR reporter, luminescence ratio, 4 h; active means well fitted inhibition curve with a large enough effect in the signal ratio, with a control signal flat, not every such curve was filed as active; inconclusive means small, poorly fitted or top-dose-only effect, or effect the other way, or a change in a side signal; the % refers to the signal ratio;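 further: potency means the concentration at half of the fitted maximal effect; plate controls were basal doxycycline-induced cells for no effect and cells given 10 µM MG132 for full effect; MG132 reads +100%, hits lower the ratio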
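Compounds up to 46 uM were incubated four hours with TMD8 cells whose green CBG68 luciferase is fused to IkappaBalpha; red CBR luminescence normalised the signal, and concentration-effect curves were fitted to fusion, red and ratio data.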
uPA generation = qHTS for Inhibitors of Cell Surface uPA Generation | Potency, µM (top dose mostly 38.3 µM), inactives show top-dose activity change, negative = inhibition, hits mostly inhibitors | AID 540303, 2011 | hit rate 0.31% among 330,000 | cell surface uPA generation assay, qHTS; active means well fitted inhibition curve with a large enough effect; inconclusive means small, poorly fitted or top-dose-only effect; inactive means no such curve, though single readings can be large or run the other way; tested in mouse RAW 264.7 cells; further: potency means the concentration at half of the fitted maximal effect; on the % scale 0 is the no-effect control and ±100 the full control effect; nearly all actives have a fitted effect of over 55% in size
Active calls of the source: *; ? = inconclusive; / = not tested or not shown. Unless noted, the call rests on the fitted dose curve; in most records, active means well fitted curve in the direction sought with a large enough effect; inconclusive means small, poorly fitted or top-dose-only effect, or another doubt; inactive means no such curve, though single readings can be large; an effect the other way counts as inactive or inconclusive.

1. Cc1ccc2nc(C(F)OC(F)(F)F)[nH]c2c1 (stereo not drawn)
2. Cc1cc(NC(=O)CSc2nnc(-c3ccco3)o2)no1
3. Brc1ccc(Sc2cnc3ccccc3n2)cc1
4. O=C(Nc1ccccn1)c1cccs1
5. CCC(=O)c1cn(CC(=O)NCc2ccco2)c2ccccc12
6. COc1ccc2occ(C(=O)c3ccc(N=C(C)N(C)C)cc3)c2c1
7. CC1(C)CNC(=O)c2sc(N3CCOCC3)nc2C1
8. N#Cc1c(C(F)(F)F)cc(-c2ccco2)nc1SCc1ccccn1
Compound	1	2	3	4	5	6	7	8
TSG101-PTAP inh	0%	1%	25%	0%	-2%	-2%	1%	0%
Mito fusion act	-5%	0%	1%	-3%	1%	-21%	-2%	4%
TCR activator	0%	2%	-10%	2%	-4%	-2%	1%	2%
Chronic BCR inh	/	/	/	/	/	/	/	/
uPA generation	-5%	4%	5%	-5%	-3%	0%	8%	1%

9. O=C(CSc1ncn[nH]1)Nc1cccc2ccccc12
10. COc1ccc(-c2noc(-c3ccco3)n2)cc1OC
11. CCOc1cc(C(=O)Nc2ccc3c(c2)OCO3)ccc1OCCOc1ccccc1Cl
12. Cc1cccc(C)c1OCc1nnc(SCC(=O)Nc2nccs2)n1-c1ccccc1
13. Cn1nnc2cc(C(=O)NCc3ccco3)ccc21
14. O=C(NCC(c1cccs1)N1CCOCC1)c1ccc(Br)o1 (stereo not drawn)
15. O=C(Nc1nc2ccccc2s1)C1CC(=O)N(c2ccc(F)cc2)C1 (stereo not drawn)
16. O=[N+]([O-])c1ccc(Oc2c(F)c(F)nc(N3CCCC3)c2F)cc1
Compound	9	10	11	12	13	14	15	16
TSG101-PTAP inh	-4%	5%	-1%	0%	-6%	0%	-3%	-5%
Mito fusion act	-3%	1%	3%	-3%	1%	2%	-5%	16%
TCR activator	2%	-4%	-1%	1%	-8%	0%	-16%	12%
Chronic BCR inh	/	/	/	/	/	/	/	/
uPA generation	-2%	-8%	-4%	0%	1%	-17%	2%	11%

Copied from above, nos. 13–14
13. Cn1nnc2cc(C(=O)NCc3ccco3)ccc21
14. O=C(NCC(c1cccs1)N1CCOCC1)c1ccc(Br)o1 (stereo not drawn)
Compound	13	14
TSG101-PTAP inh	-6%	0%
Mito fusion act	1%	2%
TCR activator	-8%	0%
Chronic BCR inh	/	/
uPA generation	1%	-17%

Other entries.
17. CC(C)c1c(O)nc(SCC(=O)Nc2ccc3c(c2)CCC3)[nH]c1=O
18. CSc1cccc(NC(=O)c2c(Cl)cnn2C)c1
19. N#Cc1cc2c(nc1SCc1cccnc1)CCCCC2
20. COc1ccc(NC(=O)c2oc3ccc(S(=O)(=O)N4CCOCC4)cc3c2C)c(OC)c1
Compound	17	18	19	20
TSG101-PTAP inh	-1%	-8%	-5%	-4%
Mito fusion act	-6%	2%	?	/
TCR activator	2%	-5%	0%	4%
Chronic BCR inh	/	/	/	?
uPA generation	-9%	-6%	-11%	5%

Among those listed so far, 8 have an aryl thioether with sulfur outside any ring:
2. Cc1cc(NC(=O)CSc2nnc(-c3ccco3)o2)no1
3. Brc1ccc(Sc2cnc3ccccc3n2)cc1
8. N#Cc1c(C(F)(F)F)cc(-c2ccco2)nc1SCc1ccccn1
9. O=C(CSc1ncn[nH]1)Nc1cccc2ccccc12
12. Cc1cccc(C)c1OCc1nnc(SCC(=O)Nc2nccs2)n1-c1ccccc1
17. CC(C)c1c(O)nc(SCC(=O)Nc2ccc3c(c2)CCC3)[nH]c1=O
18. CSc1cccc(NC(=O)c2c(Cl)cnn2C)c1
19. N#Cc1cc2c(nc1SCc1cccnc1)CCCCC2
Compound	2	3	8	9	12	17	18	19
TSG101-PTAP inh	1%	25%	0%	-4%	0%	-1%	-8%	-5%
Mito fusion act	0%	1%	4%	-3%	-3%	-6%	2%	?
TCR activator	2%	-10%	2%	2%	1%	2%	-5%	0%
Chronic BCR inh	/	/	/	/	/	/	/	/
uPA generation	4%	5%	1%	-2%	0%	-9%	-6%	-11%

The list is partial; rates above refer to the full screens.
